# AHR act – activates the human aryl hydrocarbon receptor. P35869. AHR-responsive luciferase reporter cells, luminescence. activation, % at 5 µM. 320,000 tested, 2.5% active. AID 2796; in the data active = activation above about 47%;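 also: 0% = vehicle wells and 100% = reference agonist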
# MEP2-GFP yeast – yeast TOR pathway MEP2-GFP modulation; S. cerevisiae MEP2-GFP strain, flow cytometry GFP, 3 h; 100% = DMSO control level; AID 2016; GFP response vs DMSO, % at 10 µM; 330,000 tested, 0.51% active;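 active = GFP response versus DMSO above a set limit, roughly screen mean plus 3 SD, cut at about 180% in these data; inconclusive = fewer than 70 cells counted for a yeast strain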;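 also: median GFP fluorescence of the barcode-gated MEP2-GFP cells per well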
# proCasp7 act – activates human procaspase-7, counter-screen for procaspase-3 activators; P55210; recombinant procaspase-7, Ac-DEVD-pNA absorbance 405 nm; D23A/D198A/D206A triple mutant, cannot self-cleave; scale: DMSO 0, 5 µM enzyme 100; activation, % at 8.5 µM; 330,000 tested, 0.093% active; AID 463210;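 active = percent activation above the screen-wide mean plus 3 SD, cut at about 25% in these data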
#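 Assay system: Uncleavable procaspase-7 mutant enzyme / Input: 2 µM procaspase-7 mutant as dispensed / Dosing: single nominal 8.5 µM compound dose, 0.8% DMSO final / Timing: 1 h enzyme–compound preincubation and 2 h substrate reaction, both 25 °C / Detection: p-Nitroaniline absorbance at 405 nm, read at 0 and 120 min / Replication: singlicate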
# ZTA counter – counter-screen for EBNA-1 inhibitors: inhibitors of Epstein-Barr virus ZTA | P03206 | ZTA-DNA binding, fluorescence polarization | inhibition, % at 11 µM | 320,000 tested, 0.15% active | AID 2234; in the data active = inhibition above about 33%
# LAP4-GFP MLPCN – modulators of TOR pathway LAP4-GFP in S. cerevisiae; GFP response vs DMSO, % at 10 µM; 320,000 tested, 0.34% active; S. cerevisiae LAP4-GFP multiplex, flow cytometry GFP, 3 h; median GFP as percent of DMSO wells;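 active = GFP response vs DMSO above a set limit, about the screen mean plus 3 SD, cut at about 150% in these data; inconclusive = under 70 cell events counted for the yeast strain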
# EBNA-1 inh – blocks EBNA-1 binding to DNA | EBNA-1 DNA binding, fluorescence polarization | inhibition, % at 14.8 µM | 300,000 tested, 0.34% active | AID 1950; in the data active = inhibition above about 28%
# RPL19A TOR yeast – modulators of TOR pathway RPL19A-GFP in S. cerevisiae | S. cerevisiae RPL19A-GFP strain, flow cytometry, 3 h; stronger effect = lower value | percent response vs DMSO, % at 10 µM | 330,000 tested, 0.3% active | AID 2025;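 active = percent response vs DMSO below 50%; inconclusive = fewer than 70 events counted for the yeast strain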;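 also: median channel GFP fluorescence of the barcoded RPL19A-GFP strain; ratio of sample median GFP to plate DMSO average so 100% = DMSO; lower means less RPL19A-GFP as with rapamycin TOR inhibition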
# proCasp3 act – procaspase-3 (human) activation; recombinant procaspase-3 D3A, Ac-DEVD-pNA absorbance 405 nm; activation, % at 8.5 µM; P42574; 330,000 tested, 0.11% active;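 active = activation above the mean of all tested compounds plus 3 SD, cut at about 21% in these data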;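 also: 0% = DMSO alone and 100% = DMSO wells spiked with extra 5 µM PC-3 D3A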
#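 Assay system – Procaspase-3 D3A mutant, all three cleavage aspartates alanine · Controls – DMSO-only low control, 5 µM PC-3 D3A high control · Schedule – 1 h compound preincubation, 2 h substrate hydrolysis at 25 °C · Signal – 405 nm absorbance of p-nitroaniline, reads at 0 and 120 min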
# Active calls of the source: *; ? = inconclusive; . = not tested or not shown; [ ] = dose if it differs, or a comment.
# Values run as follows: proCasp7 act, RPL19A TOR yeast, MEP2-GFP yeast, ZTA counter, EBNA-1 inh, AHR act, LAP4-GFP MLPCN, proCasp3 act
Cc1cc(N2CCOCC2)ccc1/C=C1/SC(=O)NC1=O
→ 6, 109, 108, -15, -1, 13, 107, 2
COc1ccc(CNC(=O)CN(c2cccc([N+](=O)[O-])c2)S(C)(=O)=O)cc1
→ 10, 111, 111, 3, 7, -1, 112, -2
CCn1c(=O)cc(O)c2c(=O)n(C)c(=O)n(C)c21
→ -2, 101, 96, -2, -10, 5, 89, -4
c1ccc(COc2ccc(OCCN3CCCC3)cc2)cc1
→ 0, 104, 102, 3, -7, 4, 99, -1
CC(=O)c1sc(NC(=O)CN2C(=O)CCC2=O)nc1C
→ 4, 89[may fluoresce violet], 82[may fluoresce violet], -9, 6, 1, ?, 6
COc1ccc(C(=O)NC(Nc2ccccc2)C(Cl)(Cl)Cl)cc1 (stereo unspecified)
→ 2, 100, 97, 3, 9, 3, 104, 7
O=C(NCc1cccc(F)c1)C1CCC(=O)N(CCCN2CCOCC2)C1 (stereo unspecified)
→ -7, 96[may fluoresce green], 103[may fluoresce green], -10, 1, 0, 102[may fluoresce green], 6
Cc1ccccc1Cn1c(C)nc2ccc([N+](=O)[O-])cc2c1=O
→ -9, 102, 101, -10, 3, 5, 81, -3
COC(=O)c1ccc(CNC(=O)COC(=O)CC23CC4CC(CC(Br)(C4)C2)C3)cc1
→ 2, 100, 101, -17, 3, 1, 90, 2
COc1ccc(CNC(=O)[C@@H](NC(=O)C2CCN(C(=O)[C@@H]3CCCN3C(=O)OC(C)(C)C)CC2)C(C)C)cc1
→ 12, 98, 105, -2, -15, -1, 101, 1
CCOc1ccccc1NCc1nnc(-c2ccccc2)o1
→ -1, 97, 106, 0, -6, 42, 95, 6
C=CCN1C(=O)C2C(C(=O)NC3CCCCC3)C3C=CC2(O3)C1C(=O)NC1CCCC1 (stereo unspecified)
→ 5, 102, 101, 0, -8, -2, 99, 2
COc1cccc(NC(=O)N2CCCC2C(=O)NCc2ccc(Cl)cc2)c1 (stereo unspecified)
→ 5, 99, 102, 8, -2, -2, 88, -1
COCCn1nnnc1CN1CCC(NC(=O)Nc2cccc(OC)c2)CC1
→ 2, 87, 105, -7, 5, 1, 96, -4
COc1cc(/C=C2\SC(=N)N(c3ccc(F)cc3)C2=O)ccc1O
→ 0, 106, 114, -3, -4, 19, 116, -10
O=C(O)CSc1nc2ccccc2c(=O)[nH]1
→ 11, 99, 105, -7, -6, 2, 96, 6
CCC(C(=O)Nc1ccc(S(=O)(=O)Nc2ncccn2)cc1)c1ccccc1 (stereo unspecified)
→ 8, 100, 108, -14, -11, -1, 99, -2
CSc1ccccc1NC(=O)c1ccc(Br)o1
→ 12, 97, 107, -3, -14, -1, 97, 6
C[C@H]1[C@H](C)CC[C@]2(C(=O)O)CC[C@]3(C)C(=CC[C@@H]4[C@@]5(C)C[C@@H](O)[C@H](O)C(C)(C)[C@@H]5CC[C@]43C)[C@H]12
→ -6, 93, 92, 9, 2, 3, 105, -7
Cc1csc(=O)n1CCC(=O)OCC(=O)Nc1cc([N+](=O)[O-])ccc1Cl
→ 6, 93, 90, -17, -6, 11, 88, -11
CCCc1nnc(SCC(=O)Nc2nnc(CC)s2)n1CC1CCCO1 (stereo unspecified)
→ 2, 100, 84, 4, 6, 0, 96, 5
CC(=O)Nc1ccccc1OCC(=O)c1cc(C)n(Cc2cccs2)c1C
→ 3, 94, 99, 17, 3, -26, 95, 0
CCN(CC)CCn1c(=S)[nH]c2cc3c(cc2c1=O)OCO3
→ -13, 113, 108, 2, -1, 10, 110, -5
COc1cc(C(C)=O)ccc1OCC(O)CN1CCN(c2cc(C)cc(C)c2)CC1 (stereo unspecified)
→ 5, 98, 99, -14, 0, 3, 100, 0
COc1ccc(CCn2c(=N)c(C(=O)NC3CCCC3)cc3c(=O)n4ccccc4nc32)cc1OC
→ 4, 98, 111, -5, -9, 11, 94, -5
C/C(=N\NC(=O)c1ccccn1)c1ccc(Cl)cc1
→ -1, 101, 103, -2, 3, -1, 102, 3
CCCCn1c(N)c(N(CCOC)C(=O)CSc2ccccc2C)c(=O)[nH]c1=O
→ 20, 94, 99, 11, 7, 0, 108, 4
CCN(Cc1ccccc1)Cc1cc(OC)cc(OC)c1
→ 1, 105, 105, -1, 4, -3, 99, 0
CCOc1ccccc1NC(=O)C1CCCN(S(=O)(=O)c2cccc3cccnc23)C1 (stereo unspecified)
→ -2, 101, 109, -3, 2, 13, 104, -8
CCCCCCC(=O)Nc1c(O)c2ccccc2[nH]c1=O
→ -23, 98, 101, -19, 3, 4, 84, -10

# As a working copy, part of the list above.
# Values run as follows: proCasp7 act, RPL19A TOR yeast, MEP2-GFP yeast, ZTA counter, EBNA-1 inh, AHR act, LAP4-GFP MLPCN, proCasp3 act
COc1cccc(NC(=O)N2CCCC2C(=O)NCc2ccc(Cl)cc2)c1 (stereo unspecified)
→ 5, 99, 102, 8, -2, -2, 88, -1
COCCn1nnnc1CN1CCC(NC(=O)Nc2cccc(OC)c2)CC1
→ 2, 87, 105, -7, 5, 1, 96, -4
COc1cc(/C=C2\SC(=N)N(c3ccc(F)cc3)C2=O)ccc1O
→ 0, 106, 114, -3, -4, 19, 116, -10

# Carrying on:
# Values run as follows: proCasp7 act, RPL19A TOR yeast, MEP2-GFP yeast, ZTA counter, EBNA-1 inh, AHR act, LAP4-GFP MLPCN, proCasp3 act
O=C1CCCc2c1nc(-c1cccc(Cl)c1)n2O
→ 3, 99, 97, -13, 2, 10, 98, 7
Cc1c(S(=O)(=O)N2CCCC(C)C2)c(=O)n(C)c(=O)n1C (stereo unspecified)
→ 7, 101, 110, 10, 1, 7, 107, -2
O=C(c1ccccc1Br)N1N=C(c2ccccc2)CC1c1ccccc1F (stereo unspecified)
→ 4, 19*[may fluoresce violet], 790*[may fluoresce violet], -9, -16, 3, 65[may fluoresce violet], 2
CC(C)CNC(=S)NNC(=O)c1csc2c1CCC(C)C2 (stereo unspecified)
→ 3, 96, 100, 10, 7, 4, 111, -7
CCOC(=O)C(O)(CC(=O)c1ccc(OC)cc1)C(F)(F)F (stereo unspecified)
→ 2, 92, 93, 8, -8, 23, 86, -7
CCc1ccc(-c2cc3c(=O)n(CC(=O)N4CCCCCC4)nc(C)n3n2)cc1
→ -6, 98, 101, -19, -1, 5, 101, 2
CC1CCN(C2=NC(=O)/C(=C/c3cccc(O)c3)S2)CC1
→ 2, 107, 105, 9, 6, 0, 94, 3
CCCCN(CCCC)CCCNC(=O)CC1Oc2ccc(C)cc2NC1=O (stereo unspecified)
→ 4, 101, 98, 11, 3, 2, 98, 15
CCOc1ccc(NC(=S)N2CCCCCC2)cc1
→ 3, 97, 100, -1, 2, 3, 108, -1
O=C(NNC(=O)C1CCN(S(=O)(=O)c2ccc(Cl)cc2)CC1)c1ccccc1
→ 7, 99, 101, 12, 2, 0, 89, 1
CCc1ccc2ncc(C(=O)c3ccccc3)c(N3CCOCC3)c2c1
→ -6, 93, 102, -4, -12, 5, 101, -1
O=C(C1CCCN(S(=O)(=O)c2ccccc2)C1)N1CCN(c2ncccn2)CC1 (stereo unspecified)
→ 7, 95, 113, 0, -2, 0, 97, 7
CCC(=O)NC(=S)Nc1ccc(NC(=S)NC(=O)c2ccc(C)cc2)cc1
→ -6, 104, 102, 11, 13, 2, 96, 1
CCC(C(=O)OCC(=O)Nc1cccc(OC)c1)c1ccccc1 (stereo unspecified)
→ 8, 97, 93, -3, 3, -1, 94, 9
O=C(Cn1ncc2c(=O)oc3ccccc3c21)NC1CC1
→ 8, 93, 94, 7, -4, -1, ., -5

# An excerpt of these results, with each value named.
> CCC(C(=O)Nc1ccc(S(=O)(=O)Nc2ncccn2)cc1)c1ccccc1 (stereo unspecified)
- proCasp7 act: 8
- RPL19A TOR yeast: 100
- MEP2-GFP yeast: 108
- ZTA counter: -14
- EBNA-1 inh: -11
- AHR act: -1
- LAP4-GFP MLPCN: 99
- proCasp3 act: -2
> CC(=O)c1sc(NC(=O)CN2C(=O)CCC2=O)nc1C
- proCasp7 act: 4
- RPL19A TOR yeast: 89[may fluoresce violet]
- MEP2-GFP yeast: 82[may fluoresce violet]
- ZTA counter: -9
- EBNA-1 inh: 6
- AHR act: 1
- LAP4-GFP MLPCN: ?
- proCasp3 act: 6
> CCC(=O)NC(=S)Nc1ccc(NC(=S)NC(=O)c2ccc(C)cc2)cc1
- proCasp7 act: -6
- RPL19A TOR yeast: 104
- MEP2-GFP yeast: 102
- ZTA counter: 11
- EBNA-1 inh: 13
- AHR act: 2
- LAP4-GFP MLPCN: 96
- proCasp3 act: 1
> c1ccc(COc2ccc(OCCN3CCCC3)cc2)cc1
- proCasp7 act: 0
- RPL19A TOR yeast: 104
- MEP2-GFP yeast: 102
- ZTA counter: 3
- EBNA-1 inh: -7
- AHR act: 4
- LAP4-GFP MLPCN: 99
- proCasp3 act: -1

# (list continues)
# Values run as follows: proCasp7 act, RPL19A TOR yeast, MEP2-GFP yeast, ZTA counter, EBNA-1 inh, AHR act, LAP4-GFP MLPCN, proCasp3 act
Cc1nc(-c2cc(C#N)c(Sc3ccc(Cl)cc3Cl)nc2C)cs1
→ 5, 93, 89, -18, -2, 4, 94, 11
O=C(Nc1cccnc1)Nc1ccc(Br)cc1Cl
→ 3, 100, 97, 2, 1, 5, 100, 5
COc1ccc(C2NC3=C(CCCC3)C(C#N)(C#N)C2(C#N)C#N)cc1 (stereo unspecified)
→ -16, 99, 102, -2, -8, 11, 108, 2
CC(C)CN(C(=O)CCNC(=O)c1ccc(Cl)cc1)c1c(N)n(CC(C)C)c(=O)[nH]c1=O
→ 0, 94, 90, 10, ., -1, 86, 7
O=C(Nc1ccc(S(=O)(=O)Nc2ccccn2)cc1)c1ccccc1
→ 2, 102, 90, -11, 7, -1, 77, -1
OCCC1CN(Cc2cccc(F)c2F)CCN1CCc1ccccc1 (stereo unspecified)
→ -8, 108, 107, 5, 4, 4, 95, 6
O=C(C1CCCN1S(=O)(=O)c1cccc2cccnc12)N1CCc2ccccc21 (stereo unspecified)
→ -12, 95, 113, -10, -1, 14, 103, -5
N#Cc1c(C(F)(F)F)cc(-c2cccs2)nc1SCC(=O)O
→ 6, 113, 95, 9, 5, 1, 102, 2
O=C(O)CC(CC(=O)O)(C(=O)O)c1ccccc1
→ 0, 96, 106, -6, 0, 2, 92, -8
CN(CCc1ccccc1)C1CCCN(S(=O)(=O)N(C)C)C1 (stereo unspecified)
→ -4, 103, 106, -31, -13, -2, 95, 6
Cc1cc(-c2n[nH]c(=S)n2Cc2ccco2)n(C)n1
→ 13, 101, 105, -1, -6, 2, 95, -6
CC1(C)CC(=O)c2sc(NS(C)(=O)=O)nc2C1
→ -1, 99, 101, -4, 7, -3, 101, 0
CCOC(=O)C1(C)NC(c2ccc(N(C)C)cc2)C2C(=O)N(c3ccc(OC)cc3)C(=O)C21 (stereo unspecified)
→ -2, 100, 107, -5, 1, 0, 99, 2
Cc1ccc(CNC(=O)c2cc(-c3ccccc3)nn2CC2CC(c3cccnc3)=NO2)cc1 (stereo unspecified)
→ 1, 89, 91, -5, -6, 2, 90, 2
Cc1cc(O)cc(C)c1NS(=O)(=O)c1ccc2ccccc2c1
→ 3, 105, 102, -10, 0, 4, 90, -3
O=C(O)C[C@@H](CNC(=O)COc1ccc2ccc(=O)oc2c1)c1ccc(Cl)cc1
→ 6, 95, 103, 2, 12, 0, 87, 6
